# High-throughput results deposited in PubChem by Fisher Drug Discovery Resource Center.
# NPYLR7 agonist: mosquito NPYLR7 agonism; activation, % at 10 µM; 270,000 tested, 0.15% active; HEK293T NPYLR7/Galpha15, GCaMP6s calcium fluorescence; in the data active = activation above about 40%;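 note: 0% = vehicle and 100% = reference agonist at the receptor; some compounds past the cut are filed as inactive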
# mcGAS inh: inhibitors of mouse cGAS | 160,000 tested, 0.15% active | recombinant cGAS, Kinase-Glo ATP depletion luminescence | inhibition, % at 12.5 µM | AID 1259399;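 note: 0% = negative control wells and 100% = reference inhibitor with no enzyme activity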
# hcGAS lum: blocks human cGAS activity | AID 1259398 | Q8N884 | recombinant h-cGAS, ATP depletion, Kinase-Glo luminescence | 290,000 tested, 0.081% active | inhibition, % at 12.5 µM;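 note: 0% = vehicle reaction and 100% = reaction without DNA for no activity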
# Target sequence (Q8N884 whole entry, looked up): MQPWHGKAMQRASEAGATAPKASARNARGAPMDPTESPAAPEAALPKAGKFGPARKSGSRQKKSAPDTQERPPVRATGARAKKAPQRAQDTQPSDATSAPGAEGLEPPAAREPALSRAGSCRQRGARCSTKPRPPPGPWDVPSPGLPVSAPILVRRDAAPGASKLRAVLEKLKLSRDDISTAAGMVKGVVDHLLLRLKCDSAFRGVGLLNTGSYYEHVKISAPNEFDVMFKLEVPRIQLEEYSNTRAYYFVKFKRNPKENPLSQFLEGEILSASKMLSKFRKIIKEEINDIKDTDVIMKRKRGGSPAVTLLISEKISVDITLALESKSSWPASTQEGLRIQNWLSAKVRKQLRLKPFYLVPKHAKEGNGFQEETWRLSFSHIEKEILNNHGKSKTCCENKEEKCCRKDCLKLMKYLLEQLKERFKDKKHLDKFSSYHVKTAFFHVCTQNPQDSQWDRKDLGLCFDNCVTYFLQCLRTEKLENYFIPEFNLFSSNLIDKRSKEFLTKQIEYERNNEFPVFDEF
# Active calls of the source: *; . = no result given; & = joins results of further samples. Cut-off read from the data, not from the text of the source, unless noted: active = inhibition above about 40%; inactive = the rest.
SMILES,NPYLR7 agonist,mcGAS inh,hcGAS lum
Cc1cccc(NC(=O)CSc2nnc(CNC(=O)c3cccs3)n2-c2ccc(Br)cc2)c1,-8,.,-3
CC(=O)NCCc1ccc(C(=O)N(C)c2ccccc2)cc1,6,-5,-10
COc1cccc(-c2noc3c2CN(C(=O)c2cc(C)oc2C)CC3)c1,6,.,-5
CN(CCOc1ccc(Cl)cc1)Cc1cc2c(cc1O)OCO2,0,-4,-6
CCC(CC)C(=O)N1CCCN(Cc2cc(=O)c(OCc3ccc(C(C)(C)C)cc3)co2)CC1,-2,-5,-2
C=C(C)C1CCC(C)OC1CN1CCOCC1 (stereo not given),12,.,-6
Cc1ccc(-c2nnc3ccc(SCC(=O)Nc4nc5ccccc5s4)nn23)cc1,14,-7,-6
COc1ccc(CCC(=O)Nn2c(=O)oc3cc4ccccc4cc3c2=O)cc1,12,.,-6
NCC1CCN(Cc2ccc(C#CCO)cc2)C1 (stereo not given),5,.,-3
CCc1nn2c(nnc3c(=O)n(NC(=O)COC)ccc32)c1-c1ccc(Cl)cc1,-1,.,-10
COc1cc(Cl)ccc1NC(=O)Cn1cnc([N+](=O)[O-])n1,-8,-5,-5
C=CCOC(CN1CCN(C(=O)[C@H](C)OC(C)=O)CC1)c1cccc(N2CCCC2)c1 (stereo not given in full),.,-5,-3
O=C(Nc1ncn[nH]1)c1ccc(SC(F)(F)F)cc1,-8,-3,-4
CS(=O)(=O)c1ccccc1N1CCC(Oc2ccncc2)C1 (stereo not given),-1,.,-12
Cc1ccc(C2Nc3ccccc3N=C3CC(c4ccc(Cl)cc4)CC(=O)C32)cc1[N+](=O)[O-] (stereo not given),-8,.,-4
COc1ccc(OC2CCN(C3CCCC3)CC2)c(C(=O)N(C)CCc2cnn(C)c2)c1,1,.,-5
CCOc1ccc(-c2nc(NCCC(c3ccccc3)c3ccccc3)c3ccccc3n2)cc1,2,-3,2
Cc1csc2nc(O)c(C(=O)NCCCc3ccccc3)c(=O)n12,-1,14,17
Cc1noc(C)c1C(=O)N(C)Cc1nc(C2=CCCN(C)C2)no1,18,.,-4
Cc1noc(C)c1CSc1ncccc1C(=O)NCC1(N(C)C)CCCC1,4,.,-1
Cc1c(C(=O)NCc2ccc(C(F)(F)F)cc2)sc(=O)n1Cc1ccc(F)cc1,-7,.,2
COc1ccc(OC)c(-c2cccc(-c3cccc(NC(=O)c4cccc(Cl)c4)c3)n2)c1,22,-5,-5
COc1ccccc1CN(C)C(=O)c1ccc[nH]c1=O,1,.,-9
O=C1CNC2(CCN(C(=S)NC3CC3)CC2)N1Cc1ccc(F)cc1,.,-4,-4
CC(C)c1cc(N2CCCCC2C)nc(SCc2cccc(C(=O)O)c2)n1 (stereo not given),19,-5,-3
# Later entries
SMILES,NPYLR7 agonist,mcGAS inh,hcGAS lum
NS(=O)(=O)c1ccc(CCNC(=O)c2ccc(S(=O)(=O)NCC3CCCO3)cc2)cc1 (stereo not given),-2,-8,-4
Fc1ccccc1OCCSc1ncnc2nc[nH]c12,1,.,-8
COc1ccc(C2CC2C(=O)N2CCC(O)(c3ccccc3C)CC2)cc1 (stereo not given),-7,0,-1
Cc1cc(C)nc(Nc2nc(C)c3ccccc3n2)n1,5,.,2
Cc1nnc2sc(NC(=O)CC(C)C)nn12,1,.,-5
Cn1c(C(=O)N2CCC(CCC(=O)NCc3cccnc3)CC2)cc2ccccc21,1,.,-4
O=C1OC(c2ccccc2)OC(=O)C1=Cc1ccc(OCc2ccc3c(c2)OCO3)cc1 (stereo not given),2,.,5
N#CCNC(=O)C1(c2ccccc2)CCN(C(=O)c2ccc(-n3cccc3)nc2)CC1,13,.,-11
COc1ccc(-n2cc(CNC3CCN(C)CC3)c(-c3cccc(F)c3)n2)cc1,2,.,1
CCN1CCN(C(=O)c2c(C)nn(-c3ccccc3C)c2C)CC1,-7,-1,0
CCOCCn1cc(C2CCN(C(=O)COCCOC)CC2)c2ccccc21,-2,-4,-3
COc1cccc(OC)c1C(=O)N1C(C(=O)NC2CC2)COC12CCCCC2 (stereo not given),-4,-3,-1
CS(=O)(=O)c1ccc(S(=O)CC(=O)Oc2ccc(C3CCCCC3)cc2)c([N+](=O)[O-])c1 (stereo not given),2,.,1
CC(C)(C(=O)Nc1cnn(CC(F)F)c1)c1ccc(F)cc1,6,-5,-13
Cc1c(Cl)cccc1-n1ccn(CC(N)=O)c(=O)c1=O,12,.,-6
Cc1nc(CC(=O)N2CCC(=O)N(CC3CC3)C(C(C)C)C2)cs1 (stereo not given),0,.,3
CCCCn1nnnc1COC(=O)CN1C(=O)NC2(CCCCC2C)C1=O (stereo not given),5,.,-3
O=S(=O)(NC(Cc1ccccc1)c1nnc(SCc2ccc(F)cc2)n1-c1ccc(Cl)cc1Cl)c1ccc(F)cc1 (stereo not given),4,-6,-9
Cc1cc(NS(=O)(=O)c2sc(C)nc2C)n(C)n1,-1,.,-3
CCCNC(=O)c1cc(-c2cccc(OC)c2)nc2cc(C(C)(C)C)nn12,6,-11,-4
O=C(CN1C(=O)C2CCCCC2C1=O)Nc1ccc(-c2nccs2)cc1 (stereo not given),-2,.,-2
NS(=O)(=O)c1ccc(Cn2ccnc2C2CCOC2)cc1 (stereo not given),2,-1,0
CCN(C)C(=O)Nc1c(C(C)(C)C)nn(C(C)(C)C)c1N,.,-7,-10
O=C(CN1CCCc2cc(C(F)(F)F)ccc21)NC1CCS(=O)(=O)C1 (stereo not given),5,.,-2
CCn1cc(C#N)c(=O)n(CC(=O)N(C)Cc2c(F)cccc2Cl)c1=O,7,.,-7

# Record cards, from the list above. Order of values: NPYLR7 agonist | mcGAS inh | hcGAS lum
# Cc1c(Cl)cccc1-n1ccn(CC(N)=O)c(=O)c1=O is listed with 12 | . | -6
# CCCNC(=O)c1cc(-c2cccc(OC)c2)nc2cc(C(C)(C)C)nn12 is listed with 6 | -11 | -4
# Cc1csc2nc(O)c(C(=O)NCCCc3ccccc3)c(=O)n12 is listed with -1 | 14 | 17

# The list goes on.
SMILES,NPYLR7 agonist,mcGAS inh,hcGAS lum
CC1(C(=O)N2CCCCC2)CCN1C(=O)CC(c1ccccc1)c1ccccc1 (stereo not given),-3,-1,3
Cc1ccc(C(=O)N(C)Cc2ccsc2)cc1NC(=O)c1ccco1,2,.,5
CC1=CC(C)C2(COC(CCc3ccccc3)OC2)C(C)C1 (stereo not given),4,-8,-20
CN(C)CCCN(Cc1ccc(Cl)c(Cl)c1)C(=O)Nc1nncs1,-2,.,-7
C=CCc1cccc(C2N(C)c3ccccc3N2C)c1O,-11,.,-4
C=CCN(CC(=O)N(CCc1ccc(OC)c(OC)c1)Cc1ccc(C)o1)S(=O)(=O)c1ccccc1,2,0,-4
Cc1cccc(CN2CCC(C(=O)Nc3cccc(-c4cccc(F)c4)c3)CC2)n1,1&8,-12,-6&-4
O=C(c1cccc(Cl)c1)N1CCCC(CO)(CCc2ccccc2)C1 (stereo not given),3,.,-7
O=C(NCc1ccccn1)c1cc2n(n1)CCN(Cc1cccc(C(F)(F)F)c1)C2=O,18,-7,-3
Cc1cc(OCC2CN(C(=O)CCc3cccnc3)CCO2)ccc1Cl (stereo not given),25,.,0
COc1cccc(-c2nc3ccccn3c2NC(=O)C2CCCCC2)c1,-11,-5,-1
COC(=O)c1ccc(-c2noc(CN3CCN(C4CCc5ccccc5C4)CC3)n2)cc1 (stereo not given),14,.,-8
Cc1cnc(NC(=O)CCNS(=O)(=O)c2ccccc2Br)s1,4,.,-3
CN(C(=O)Cc1csc2nc(-c3ccccc3)cn12)C1CCCCC1,2,-7,-1
C=CCCC(O)CN(CC=C)CC(=O)N1CCc2sccc2C1COc1ccc(C)cc1C (stereo not given),-4,-4,1
O=C(Cc1cc2c(cc1Cl)OCCO2)N1CCc2c(nc[nH]c2=O)C1,5,.,-6
O=C(NCC1(O)CCCNCC1)c1ccccc1-c1ccccc1 (stereo not given),20,.,-2
CCC(C)NC(=O)CCc1csc(NC(=O)c2ccc[nH]c2=O)n1 (stereo not given),-10,-11,-5
COc1cccc(CN(Cc2ccco2)CC(O)COc2ccccc2)c1OC (stereo not given),16,-5,-5
COCCn1c(SCC(=O)Nc2ccc(F)cc2F)nc2c([nH]c3ccccc32)c1=O,-2,-8,-1
COc1ccccc1N1CCN(C2CCCN(Cc3cccc(-n4cccn4)c3)C2)CC1 (stereo not given),-2,-12,-7
O=C(Nc1ccnn1C1CCN(CCCC2CCCC2)CC1)C1CC1,-5,-3,-9
O=C(O)c1cc2nc(C3CC3)cc(C(F)(F)F)n2n1,2,-1,3
CCc1cn[nH]c1C1CCN(C(=O)c2cccc(C#CC(C)(C)O)c2)CC1,-1,.,2
CC=Cc1ccc(OCC(O)CN2C(=O)NC(C)(C3CCCCC3)C2=O)c(OC)c1 (stereo not given),-1,.,16

# Next part (seven carried over from the part before).
SMILES,NPYLR7 agonist,mcGAS inh,hcGAS lum
COc1cccc(CN(Cc2ccco2)CC(O)COc2ccccc2)c1OC (stereo not given),16,-5,-5
COCCn1c(SCC(=O)Nc2ccc(F)cc2F)nc2c([nH]c3ccccc32)c1=O,-2,-8,-1
COc1ccccc1N1CCN(C2CCCN(Cc3cccc(-n4cccn4)c3)C2)CC1 (stereo not given),-2,-12,-7
O=C(Nc1ccnn1C1CCN(CCCC2CCCC2)CC1)C1CC1,-5,-3,-9
O=C(O)c1cc2nc(C3CC3)cc(C(F)(F)F)n2n1,2,-1,3
CCc1cn[nH]c1C1CCN(C(=O)c2cccc(C#CC(C)(C)O)c2)CC1,-1,.,2
CC=Cc1ccc(OCC(O)CN2C(=O)NC(C)(C3CCCCC3)C2=O)c(OC)c1 (stereo not given),-1,.,16
O=C(CCC1CCN(Cc2cccc3ncccc23)CC1)N1CCN(c2ccccc2)CC1,18,.,-6
Cc1cccc(-c2c(-c3ccccc3)ncn2C(CO)CO)n1,1,.,2
COCC(C)NC(=O)c1cccc2c(=O)c(C)c(-c3ccccc3)oc12 (stereo not given),-1,.,-13
COC(=O)c1nn(-c2ccc(OC)cc2)c(=O)c2c(NC(C)=O)sc(C)c12,5,.,-1
CCCCOC(=O)N1CC(=O)N(CCOc2ccccc2)CC(O)C1 (stereo not given),2,-7,-4
N#Cc1ccc(C(=O)N(CCN2CCOCC2)c2nc3c(F)cc(F)cc3s2)cc1,9,.,1
CN(Cc1ccccc1O)C(=O)CCCn1ccnc1,7,.,-7
Cc1ccccc1C(=O)Nc1sc2c(c1C(=O)N1CCCCCC1)CCCC2,6,-4,-5
Cc1noc(C)c1CC(=O)NCc1ccc2[nH]c(-c3ccccc3F)c(C)c2c1,5,-12,-4
CC(=O)c1cc(F)ccc1OC(C)C(=O)NC(=O)NCc1ccccc1 (stereo not given),-1,.,1
Cc1ccc(C=C2SC(N3CCCCC3)=NC2=O)o1,-5,2,9
CCc1nc2n(n1)C(=O)C(C(c1cccc(Br)c1)N1CCC(C(N)=O)CC1)S2 (stereo not given),-2,-7,-6
O=[N+]([O-])c1ccn(Cc2cccc(Cl)c2)n1,-3,.,-8
CN(C)S(=O)(=O)c1ccc(C(=O)Nn2cnc3c(cnn3-c3ccccc3)c2=O)cc1,0,.,-13
COC(=O)c1ccc(C(=O)N(CCCN(C)C)c2nc3ccc(C)cc3s2)cc1,5,-1,-2
c1c(CNC2CCC3(CCNCC3)CC2)nc2n1CCS2,6,.,-2
Oc1cccc(C2c3cccn3CCCN2Cc2ccc(Cl)cc2)c1 (stereo not given),26,-5,-4
O=C(CSc1nc2c(-c3ccccc3)c[nH]c2c(=O)n1C1CC1)NCc1ccc(F)cc1,1,-9,-6
Cc1nc(SCC(=O)Nc2sc3c(c2C#N)CCCC3)c2c3c(sc2n1)CCC3,-8,-8,-3
CCCCN1C(=O)CCC(C(=O)Nc2ccc(N3CCC(CO)CC3)cn2)C1c1ccccc1OC (stereo not given),0,.,-1
CC(C)c1nc2oc3ccccc3c(=O)c2c(=O)n1CCc1ccccc1,3,.,-4
CC(=O)NCCn1ccnc1-c1ccc(-n2cccn2)cc1,-1,-11,-7
O=C(Nc1cccc(C(F)(F)F)c1)c1ccc(N2CC3CC(C2)c2cccc(=O)n2C3)c(NC(=O)c2ccccc2)c1 (stereo not given),-7,.,-4
CCn1nnc2c(Nc3cccc4ccccc34)ncnc21,6,-10,-10
Cc1c(-c2ccccc2)sc(NC(=O)CSc2n[nH]c(C3CC3)n2)c1C(=O)N1CCCCC1,7,.,-4
# (next part)
SMILES,NPYLR7 agonist,mcGAS inh,hcGAS lum
COc1ccc(NC(=O)N2CCC3(CC2)C(=O)N(CC(=O)NCc2cccc(C(F)(F)F)c2)CN3c2ccccc2)cc1,10,-4,-7
C=CCOc1ccc(Cl)cc1-c1noc(-c2csc([C@@H]3C[C@H](O)[C@@H](CO)O3)n2)n1,1,-7,-6
COc1ccc2c3n(c(=NC(=O)c4cccnc4)nc2c1OC)CCN3,-8,-11,-9
O=C(Nc1ccc(I)cc1)c1ccc(=O)n(CCOc2ccccc2)n1,-5,-7,-9
CC1(C(=O)Nc2ccccc2Cc2ccccc2)CCN1Cc1ccccc1Cl (stereo not given),-1,.,-5
C[C@H](O)C(=O)C1=Nc2c(nc(N)[nH]c2=O)NC1,49,-4,5
CCOC(=O)c1c(NC(=O)CSc2nc3sc4c(c3c(=O)n2CC)CCC4)sc(C)c1C,3,3,5
CC(C)(C)c1ccc(NC(=O)Cn2ccnc2)cc1,7,.,-11
O=C(CSc1nc2c(c(=O)n1-c1ccccc1)SCC2)NCCc1ccccc1,0,.,-6
